TDP1 cell noCPT = qHTS for Inhibitors of human tyrosyl-DNA phosphodiesterase 1 (TDP1): qHTS in cells in absence of CPT. DT40 Tdp1-/- hTDP1 cells, no CPT, ATP luminescence, 48 h. Potency, µM (highest dose often 46.2 µM), for the others: at the top dose activity change, negative = growth inhibition, most hits filed as inhibitors. 15% of 420,000 active; active means well fitted inhibition curve with a large enough effect; inconclusive means small, poorly fitted or top-dose-only effect; further: nearly all actives have a fitted effect of over 55% in size
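Growth of hTDP1-complemented DT40 Tdp1-knockout cells is measured by ATP luminescence after at least 48 hr compound exposure at 37 °C, with DMSO substituting for the 20 nM CPT used in the parallel screen.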
* hit, by the source's call; ? = inconclusive; & = joins results of further samples. On the % scale 0 is the no-effect control and ±100 the full control effect; potency means the concentration at half of the fitted maximal effect. These rows are one share of the data, so the mix of outcomes need not match the whole.

smiles	TDP1 cell noCPT
Cc1ccc(S(=O)(=O)N2C[C@H]3n4c(=O)ccc(=O)n4C[C@H](OC(=O)NCc4ccco4)[C@@]3(O)C2)cc1	?
Cc1cc[n+](CC(=O)c2ccc(F)cc2)c2ccccc12	?
CC(=O)Nc1cc(-c2ccc(C(=O)NC3CC3)cc2)cn2c(-c3cccc(C(F)(F)F)c3)cnc12	23µM*
CC1(C(=O)NCc2ccc(F)c(F)c2)Cc2c(-c3cccc(C(F)(F)F)c3)ccnc2O1 (configuration not stated)	16µM*
O=C(c1ccncc1)N1CCN(c2cc(-c3ccccc3)nc3cc(-c4cccc(Cl)c4)nn23)CC1	7.3µM*
CC(=O)Nc1cccc(-c2ccnc3c2CC(C(=O)NCC2CC2)O3)c1 (configuration not stated)	?
CCCC(=O)O[C@]1(C(=O)COC(=O)CC)CC[C@H]2[C@@H]3CCC4=CC(=O)CC[C@]4(C)[C@H]3[C@@H](O)C[C@@]21C	-28%
O=C(Cc1ccc(OCc2ccccn2)cc1)NO	?
CN1CCC(N(C)C(=O)c2ccc(Cl)c(S(=O)(=O)Nc3ccc(Cl)cc3)c2)CC1	11%
CC1(C)CSC(C)(C)C(=O)N1	-7%
CC1C(=O)N(Cc2cn(CCC3OCCO3)nn2)CCS(=O)(=O)N1Cc1ccc(-c2ccc(F)nc2)cc1 (configuration not stated)	?
CN(C(=O)c1cccc(NC(=O)Cc2ccc(NC(=O)C3CCN(C(=O)C4CCC4)CC3)cc2)c1)C1CCCC1	-20%

The list continues.
smiles	TDP1 cell noCPT
CCc1nc2ccc(C(=O)NC3CCN(C)CC3)cn2c1N(C)CCC(C)C	?
Cc1ccccc1COc1cccn2c(N(C)C(=O)CCC3CCCC3)c(C)nc12	23µM*
O=S(=O)(Nc1cccnc1)c1cccnc1	0%
COc1ccc(NC(=O)N[C@H]2C=C[C@@H](CC(=O)NC3CCC3)O[C@@H]2CO)cc1	5%
Cn1c(=O)c2[nH]c(CCC3CCCC3)nc2n(C)c1=O	?
CN(C)c1ccc(C=Cc2nccc3ccccc23)cc1	?
COCCNC(=O)C1C(=O)Nc2ccccc2C(=O)N1c1ccc2c(c1)OCCO2 (configuration not stated)	-6%
COc1cc2c(cc1OC)[C@@H](Cc1cc(OC)c(OC)c(OC)c1)[N+](C)(CCCOC(=O)CC/C=C/CCC(=O)OCCC[N+]1(C)CCc3cc(OC)c(OC)cc3[C@H]1Cc1cc(OC)c(OC)c(OC)c1)CC2 (some centres not stated)	-2%&-1%
O=C(NCCNC(=O)Nc1ccc(Cl)cc1)Nc1ccc(Cl)cc1	-9%
CCOc1ccc(NC(=O)c2ccc3c(c2)N(C)CCS3)cc1	?
O=C(NCc1ccco1)C1Cc2c(-c3cccc(F)c3)ccnc2O1 (configuration not stated)	1.3µM*
Cc1ccc(Nc2ccncc2S(N)(=O)=O)cc1	-3%

The list continues.
smiles	TDP1 cell noCPT
CC1(C(=O)Nc2cccc(Oc3ccccc3)c2)Cc2c(-c3ccc4c(c3)OCO4)ccnc2O1 (configuration not stated)	13µM*
CCc1c(-c2ccc(F)cc2)ncn1Cc1cccc(-c2ccccc2)c1	12µM*
Cn1cc(/C=C/c2ccnc3ccccc23)c2ccccc21	11µM*
CN1CCN(c2ccc(S(=O)(=O)N3CCCCC3)cc2NC(=O)CSC(C)(C)C)CC1	-12%
COc1ccc(C2C3=C(CCCC3=O)N(CC(=O)O)C3=C2C(=O)CCC3)cc1Br	-1%
Cc1cc(C=O)sc1[B-](F)(F)F	-12%
CCCCc1ccc(-n2nc3cc(C)c(NC(=O)Cc4ccccc4)cc3n2)cc1	-15%
COc1ccc(-c2cn3c(C)c(C(=O)N4CCN(c5ccccc5)CC4)sc3n2)cc1	?
Cc1ccc(C)c2c(/C=C/c3ccc(N(C)C)cc3)ccnc12	?
Cc1ccc(S(=O)(=O)N2CCN(Cc3cccc(F)c3)CC2)cc1	-23%
COc1ccc(C#Cc2c(C=O)n(C)c3ccccc23)cc1	?
COc1ccc(-c2cnc3c(c2)C(=O)N([C@H](C)CO)C[C@@H](C)[C@H](CN(C)Cc2ccccc2)O3)cc1	?

Given with each value named: 2 of the compounds above
COc1ccc(C2C3=C(CCCC3=O)N(CC(=O)O)C3=C2C(=O)CCC3)cc1Br
  TDP1 cell noCPT: -1%
CCc1c(-c2ccc(F)cc2)ncn1Cc1cccc(-c2ccccc2)c1
  TDP1 cell noCPT: 12µM*

The list goes on:
smiles	TDP1 cell noCPT
c1ccc2c(c1)ccn2CCCN1CCCCC1	-5%
CCCNC(=O)C1(C)CCCN(C(=O)c2ccc3c(c2)CCO3)C1 (configuration not stated)	2%
O=c1cc(/C=C/c2ccc([N+](=O)[O-])cc2)c2ccccc2[nH]1	-6%
CC1CCN(C(=O)c2ncn3c2c(=O)[nH]c2ccc(Br)cc23)CC1	-2%
Cc1ccnc2cc(Cl)cc(Cl)c12	-3%
CCOc1ccccc1-c1cc(NC)ncn1	-13%
Cc1cccc(NS(=O)(=O)c2ccc(S(=O)(=O)N3CCCC3)cc2)c1	?
O=C(c1ccoc1)N1CCOc2ccc(CN3CCC(Oc4cccnc4)CC3)cc2C1	-29%
O=C(CC1CCC1)Nc1cccc2c([N+](=O)[O-])cccc12	-17%
O=S(=O)(Nc1nc2ccccc2nc1Nc1ccccc1Br)c1ccccc1	-23%
COc1ccccc1N1CCN(c2nc(CNC(=O)c3ccc4c(c3)OCO4)nc3ccccc23)CC1	13µM*
COc1cccc(Nc2nc(C(N)CC(C)C)cs2)n1 (configuration not stated)	?

(further entries)
smiles	TDP1 cell noCPT
Cc1ccc(-c2nc3c4ccccc4ccn3c2Cc2ccsc2)cc1	?
COc1cc(/C=c2\[nH]c(=O)/c(=C/c3cc(OC)c(OC)c(OC)c3)[nH]c2=O)cc(OC)c1OC	?
CCN(CC)CCN1CCN(c2cncc(-c3cccc(N)c3)n2)CC1	-26%
CC(=O)c1sc2c(c1OC(=O)c1ccccc1)c(=O)n(-c1ccccc1)c(=S)n2-c1ccccc1	?
COc1ccc(C(=O)OCC(=O)Nc2cccc(S(=O)(=O)NC3=NCCCCC3)c2)cc1[N+](=O)[O-]	-6%
CN(Cc1ccccc1)C(c1cc2ccccc2o1)c1nnnn1C(C)(C)C (configuration not stated)	18µM*
COc1cc(OC)cc(-c2noc(-c3csc([C@H]4C[C@H](O)[C@@H](CO)O4)n3)n2)c1	?
COc1ccccc1-c1cnc2c(c1)C(=O)N([C@@H](C)CO)C[C@@H](C)[C@H](CN(C)C(=O)c1cccnc1)O2	15%
CCC(=O)N(c1nnc(SCC(=O)Nc2sccc2C(N)=O)s1)C1CC1	?
COc1cc(-c2cnc3ccccc3c2)cc2c1OCCN(C(=O)CCn1nc(C)cc1C)C2	-25%
CSc1nc(Cl)c(Br)c(Nc2c[nH]c(=O)[nH]c2=O)n1	?
NC(CS(=O)O)C(=O)O (configuration not stated)	0%

Other entries follow.
smiles	TDP1 cell noCPT
CC(O)(COc1ccccc1)c1ccc2c(c1)CN(Cc1cn[nH]c1-c1ccc(F)cc1)CCO2 (configuration not stated)	?
COCCCC1CCN(C(=O)C2CCC(=O)N(CCCc3ccccc3)C2)CC1 (configuration not stated)	?
CCOC(=O)C1CCCN(C(=O)c2cc(OC)ccc2Br)CC1 (configuration not stated)	-29%
COc1ccc(-c2ccccc2C2=CC(=O)CC(C)(C)C2=O)cc1	?
CSc1nc(O)c(Nc2ccccc2)c(=O)[nH]1	-3%
CC1CC(C)CN(C(CCc2ccccc2)C(=O)NC2CCCCC2)C1 (configuration not stated)	-16%
Nc1nc2ccc(Cl)cc2cc1C(=O)NC1CC1	-16%
COCCNC(=O)C1(C)CCCN(CC(=O)c2ccc(OC)cc2)C1 (configuration not stated)	11%
Nc1nnnn1-c1cccc([N+](=O)[O-])c1	-17%
CCCS(=O)(=O)NC(=O)C1(C)CCN(C(=O)Cc2ccc3ccccc3c2)C1 (configuration not stated)	-2%
Cc1ccc(OCC(=O)O)c(O)c1	-8%
CC(NC(=O)Cc1ccc(S(=O)(=O)N2CCOCC2)s1)c1ccc(Cl)cc1Cl (configuration not stated)	?

(more compounds)
smiles	TDP1 cell noCPT
COC(=O)C[C@@H]1C[C@H]2c3cc(NC(=O)C4CCC4)ccc3O[C@H]2[C@@H](CO)O1	-5%
COc1c(Cl)cc(Cl)cc1C(=O)Nc1ccccc1N1CCN(C(C)=O)CC1	-23%
CN[C@H]1C[C@H]2c3[nH]c4ccc(-c5cccc(C)c5)cc4c3CCN2C[C@H]1[C@H](C)O	12µM*
C#Cc1ccc([C@H]2C=C(C(=O)OCC=C)O[C@@H](OCc3ccc(CO)cc3)C2)cc1	-16%
Cc1ccc(NC(=O)C2CCN(S(=O)(=O)c3ccc(C(C)(C)C)cc3)CC2)cc1S(=O)(=O)N1CCOCC1	?
Cc1nn2c(=O)[nH]cnc2c1Cl	-8%
O=C(Nc1ccn(CCCNCc2ccc3c(c2)OCO3)c(=O)n1)OCc1ccccc1	?
O=C(Nc1ccc(Br)cc1F)c1nc[nH]c1C(=O)N1CCc2ccccc2C1	?
Cc1nn(C)c(C)c1NC(=O)CSc1nc(-c2ccccc2F)nc2c1cnn2-c1ccccc1	5%
Cc1cc(C(=O)Nc2ccccc2-c2nc(CNC(=O)c3cscn3)c(C)o2)c(C)o1	-19%
CCn1c(-c2ccccc2F)nc2cc(C(=O)N3CCCC(CO)C3)cc(NC(C)=O)c21 (configuration not stated)	9%
C#CCSc1nnc(C)c(C)n1	-3%

Following part.
smiles	TDP1 cell noCPT
COc1ccc(C(=O)Nc2ccc(S(=O)(=O)N(C)c3ccccc3)cc2)cc1	16µM*
COc1ccc(CNC(=O)Nc2ccc3c(c2)c(=O)n(C)n3Cc2cc(C)cc(C)c2)cc1	?
Nc1cc(N)cc(C(=O)c2ccccc2)c1	2%
CC(=O)Nc1cc(-c2ccc(C(=O)N3CCOCC3)cc2)cn2c(-c3ccc(F)c(Cl)c3)cnc12	16µM*
O=C1OC(c2cccc3c(F)cccc23)c2ccccc21 (configuration not stated)	?
CCCCN1C=C(C(=O)OCC)C(=O)CC1	-6%
CN(C(=O)COc1ccccc1C(=O)Nc1ccccc1)c1ccccc1	?
CCc1ccc2c(c1)NC(=O)C2(C)Cc1cccc(F)c1 (configuration not stated)	?
C[C@@H]1CCCCO[C@H](CN(C)C(=O)c2ccncc2)[C@H](C)CN([C@@H](C)CO)C(=O)c2cc(NC(=O)c3ccccc3)ccc2O1	4%
Cc1cc(C)c2cc(C#N)c(NCCCN)nc2c1	21µM*
CC(C)CC(=O)N1CC=CC[C@@H](c2ccc(Cl)cc2)N(Cc2ccc(Cl)cc2)C(=O)[C@@H]1Cc1ccccc1	13µM*
CCCCn1nnnc1C(c1ccccc1)N1CCN(c2ncccc2C(F)(F)F)CC1 (configuration not stated)	18µM*

Later entries
smiles	TDP1 cell noCPT
O=C(NCC(F)(F)F)c1ccc2sc([C@@H]3O[C@H](CO)[C@H](O)[C@H](O)[C@H]3O)nc2c1	-1%
Nc1ccn([C@@H]2O[C@H](CNCC3=CCOc4ccc(O)cc43)[C@@H](O)[C@H]2O)c(=O)n1	-7%
COc1cc(=O)n2c(c1C(=O)NC(C)c1ccco1)CCN(C(=O)c1cn3ccc(C)cc3n1)CC2 (configuration not stated)	-8%
C[C@H](CO)N1C[C@H](C)[C@@H](CN(C)S(=O)(=O)c2ccccc2F)Oc2ncc(Br)cc2C1=O	-26%
O=C1CCCN1CCc1cccc2ccccc12	?
COc1cc(C(=S)N2CCOCC2)cc(OC)c1OC(=O)c1ccccc1Cl	?
C[C@@H]1CN([C@H](C)CO)C(=O)CCCn2cc(nn2)CO[C@H]1CN(C)S(=O)(=O)c1ccc2c(c1)OCCCO2	-4%
Cc1ccc2nc(CSc3nnc(-c4ccco4)n3-c3ccccc3)cc(=O)n2c1	?
CNC(=O)C[C@H]1C(=O)N(c2ccc(Br)cc2)C[C@@H]1C	-18%
Cc1ccc(S(=O)(=O)N2C[C@H]3[C@H]4C(=O)N(c5ccccc5)C(=O)[C@H]4CC(=O)[C@H]3[C@@H]2c2cccc3ccccc23)cc1	19%
NCC1CCN(c2nc3ccccc3c3c2CCCC3)CC1	12µM*
CCOc1cccc(C(=O)Nc2ccc(-c3nc4cc(C)cc(C)c4o3)cc2)c1	-5%

(cont.)
smiles	TDP1 cell noCPT
COc1cccc(CC(NC(C)=O)C(=O)NC2CCN(c3c4c(nc5ncnn35)CCC4)CC2)c1 (configuration not stated)	4%
CC(C)N1C(=O)c2ccccc2NC(=O)C1C(=O)NCc1cccs1 (configuration not stated)	9%
CSc1nnc(Cn2c(=O)sc3ccccc32)n1-c1ccccc1C	18µM*
CCn1c(SCC(=O)N2CCCCC2)nc2c([nH]c3ccccc32)c1=O	-26%
COc1ccc(C(=O)N2CCC(N3CCN(c4ccccc4)CC3)CC2)cc1	-3%
Nc1ncnc2c1ncn2[C@@H]1O[C@H](C(=O)NCc2ccc3c(c2)OCO3)[C@@H](O)[C@H]1O	0%
CCOC(=O)C1(C)CCCCN1C(=O)c1ccccc1OC (configuration not stated)	-11%
CC(=O)Nc1cccc2cc(O)ccc12	-5%

Reformatted: results already given
molecule: COc1cccc(CC(NC(C)=O)C(=O)NC2CCN(c3c4c(nc5ncnn35)CCC4)CC2)c1 (configuration not stated)
- TDP1 cell noCPT = 4%
molecule: CC(C)N1C(=O)c2ccccc2NC(=O)C1C(=O)NCc1cccs1 (configuration not stated)
- TDP1 cell noCPT = 9%
molecule: CSc1nnc(Cn2c(=O)sc3ccccc32)n1-c1ccccc1C
- TDP1 cell noCPT = 18µM*
molecule: CCn1c(SCC(=O)N2CCCCC2)nc2c([nH]c3ccccc32)c1=O
- TDP1 cell noCPT = -26%

High-throughput results from PubChem.
